p53ts 32C tox: qHTS Screen for Compounds that Selectively Target Cancer Cells with p53 Mutations: Cytotoxicity of p53ts Cells at the Permissive Temperature | 130,000 compounds, 0.93% hits | Potency, µM (series often up to 46.1 µM), without a hit: at the top dose activity change, negative = cytotoxicity, most hits filed as cytotoxic | H1299-p53A138V at 32C, ATP luminescence viability, 24 h | AID 924, 2007;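 note: 0% = DMSO and -100% = full killing by reference compound; nearly all actives have a fitted effect of over 55% in size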
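ATP-content luminescence (ATPlite) read-out after 24 h compound exposure at 32C in H1299-p53A138V cells (600/well). Tested up to 46 uM. Normalized to DMSO (0%) and 100 uM tamoxifen (100% killing); Hill-fit AC50.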
Peg3 imprint: qHTS Assay for Compounds that Induce Erasure of Genomic Imprints | mouse ES Peg3-LacZ reporter, beta-gal luminescence, 40 h | Potency, µM (doses to about 60.7 µM), without a hit: at the highest dose activity change, positive = activation, actives largely listed as activators | 110,000 compounds, 0.02% hits | AID 1948, 2009;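 note: 0% = negative control wells on the plate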
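Each well holds 300 Peg3LacZ-Neo (maternal) female ES cells incubated 40 h at 37C, 5% CO2. LacZ is measured by BetaGlo luminescence, with AC50 and maximum efficacy derived from dose-response curves.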
p53ts 39C kill: qHTS Screen for Compounds that Selectively Target Cancer Cells with p53 Mutations: Cytotoxicity of p53ts Cells at the Nonpermissive Temperature. H1299-p53A138V viability at 39C, ATP luminescence, 24 h. Potency, µM (series often up to 46.1 µM), without a hit: at the top dose activity change, negative = cell killing, hits mostly cytotoxic. 130,000 compounds, 1.5% hits; note: nearly all actives have a fitted effect of over 55% in size
IkB sig inh: IkB Signaling. ABC-DLBCL IkBa-CBG/CBR dual luciferase ratio, 4 h; response scale: scaled: untreated 0%, proteasome inhibitor 100%. 110,000 compounds, 0.04% hits. Potency, µM (highest dose often 57.1 µM), for the others: at the highest dose IkBa stabilization activation. AID 445, 2006; active = well fitted curve in the direction sought with a large enough effect in the signal ratio, not every such curve was filed as active; inconclusive = small, poorly fitted or top-dose-only effect, or a change in a side signal; the % refers to the signal ratio;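 note: the direction sought is a rising ratio; 0% = basal untreated cells and 100% = reference inhibitor full response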
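In this assay, an IκBα–CBG68 fusion accumulates when IKK-driven degradation is blocked; native CBR normalizes for cell number. OCI-Ly3 cells were treated 4 h with compound and doxycycline, then green and red light read after Chroma-Glo addition.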
* hit, by the source's call; ? = inconclusive; . = not tested or not shown; [ ] = remark or other dose. Unless noted, calls come from the whole dose curve; as a rule, active = well fitted curve in the direction sought with a large enough effect; inconclusive = small, poorly fitted or top-dose-only effect, or another doubt; inactive = no such curve, though single readings can be large; an effect the other way counts as inactive or inconclusive. Unless noted, % is set by controls: 0 for no effect and ±100 for the full control effect; potency is the fitted concentration of half-maximal effect. Outcome played no part in choosing rows. About 1.7% of those tested had a hit in this group.

A first look, four compounds:
structure	p53ts 32C tox	Peg3 imprint	p53ts 39C kill	IkB sig inh
COC(=O)c1ccc(CSc2nc(C)nc3c2c(=O)n(C)c(=O)n3C)o1	?	-6%	13%	1.7%
COc1cc(NC(=O)Cc2nn(C)c(=O)c3ccccc23)cc(OC)c1	-8%	-15%	3%	?
O=C(NC1CCCCC1)c1ccc(CSc2nc3ccncc3n2Cc2ccccc2)cc1	8%	-10%[10.9 µM]	-23%	?
COc1cccc(CNC(=O)C2CCN(C(=O)N(C)C)CC2)c1	2%	-7%	-14%	1.3%

The whole of this part, repeating the preview:
structure	p53ts 32C tox	Peg3 imprint	p53ts 39C kill	IkB sig inh
COC(=O)c1ccc(CSc2nc(C)nc3c2c(=O)n(C)c(=O)n3C)o1	?	-6%	13%	1.7%
COc1cc(NC(=O)Cc2nn(C)c(=O)c3ccccc23)cc(OC)c1	-8%	-15%	3%	?
O=C(NC1CCCCC1)c1ccc(CSc2nc3ccncc3n2Cc2ccccc2)cc1	8%	-10%[10.9 µM]	-23%	?
COc1cccc(CNC(=O)C2CCN(C(=O)N(C)C)CC2)c1	2%	-7%	-14%	1.3%
O=C(Cn1cc2c(n1)CCCCC2)N1CCCCC1	-3%	-17%	7%	-4.0%
COc1ccc(-c2[nH]c(-c3ccc(F)cc3)nc2SCC(=O)NCc2ccco2)cc1OC	10%	10%	6%	0.1%
O=C(O)c1ccc(C2SCC(=O)N2Cc2ccccc2)cc1 (configuration not stated)	-20%	-13%	-7%	0.7%
Cc1cc(=O)[nH]c2nnc(SCc3ccc(Cl)cc3)n12	1%	-10%[10.9 µM]	1%	3.2%
Cc1c(Cl)cccc1NC(=O)CC(c1ccc(F)cc1)N1Cc2ccccc2C1=O (configuration not stated)	-11%	?	-24%	1.7%
CC(NC(=O)COc1ccccc1)C1COc2ccccc2O1 (configuration not stated)	4%	11%	9%	2.8%

Other entries
structure	p53ts 32C tox	Peg3 imprint	p53ts 39C kill	IkB sig inh
CC(C)(C)c1ccc(C(=O)Nc2cc(-c3ccccc3)nn2-c2ccccc2)cc1	2%	-9%[10.9 µM]	-14%	0.2%
COCCCNC(=O)c1oc2c(c1C)-c1nn(Cc3ccccc3Cl)cc1CC2	17%	-13%[10.9 µM]	-4%	8.0%
O=C(Nc1cccc(C(=O)OCc2cc(=O)n3c4c(sc3n2)CCCC4)c1)c1ccc(Cl)cc1	1%	-2%[10.9 µM]	-2%	?
COc1ccc(C(=O)Nc2cccc(OCc3cc(=O)n4c5c(sc4n3)CCCC5)c2)cc1	3%	-5%[10.9 µM]	5%	?
CCOC(=O)C12CNC(=O)C(C(=O)OCC)(CNC1=O)C2	1%	-6%	16%	0.3%
CCOC(=O)c1cnc(SCC(=O)Nc2ccc(NC(C)=O)c(OC)c2)nc1N	-1%	24%	10%	0.4%
COc1ccc(Cn2nnnc2C(c2cc(OC)ccc2OC)N2CCC(C(N)=O)CC2)cc1 (configuration not stated)	9%	-7%	-3%	0.7%
COc1ccccc1-c1c(C)oc2c(CN3CCN(C)CC3)c(O)ccc2c1=O	3%	.	5%	.
COc1cccc(NC(=O)CN2CCN(S(=O)(=O)c3ccc(C(C)C)cc3)CC2)c1	29%	-8%	-8%	?
O=C(NCC1CCCO1)C1CC1(c1ccccc1)c1ccccc1 (configuration not stated)	15%	.	-1%	.

Next part.
structure	p53ts 32C tox	Peg3 imprint	p53ts 39C kill	IkB sig inh
COc1ccc([C@H](O)c2ccccn2)cc1	-7%[9.22 µM]	-4%[10.9 µM]	9%[9.22 µM]	0.1%[11.4 µM]
COc1cc(C2CC(=O)N(c3ccccc3)C3=C2C(=O)OC3)cc(OC)c1OC (configuration not stated)	-3%	-6%[10.9 µM]	-8%	-0.6%
O=C(NC1CCCC1)C(c1cccs1)N(Cc1ccco1)C(=O)Cn1nnc(-c2cccs2)n1 (configuration not stated)	0%	-20%	-13%	2.3%
Cc1ccc(N(Cc2cc3ccccc3[nH]c2=O)C(=O)c2cccc(Cl)c2)cc1	5%	-10%[10.9 µM]	-4%	0.9%
CCOC(=O)c1c(COC(=O)c2ccco2)nc2ccccc2[n+]1[O-]	8%	-11%	4%	-0.7%
O=C(NCC1CCCO1)c1ccccc1-c1nc(-c2ccc(F)cc2)no1 (configuration not stated)	13%	-15%	16%	4.7%
CC(=O)Nc1ccc(NC(=O)CCSCCc2ccccn2)cc1	10%	27%[10.9 µM]	-16%	-1.7%
O=C(CC1c2ccccc2Oc2ccccc21)N1CCN(c2ccccn2)CC1	-3%	-5%	-16%	?
O=c1[nH]nc(Cc2ccc(Cl)cc2)c2ccccc12	-7%	.	-13%	.
O=C1Nc2cc3c(cc2Sc2ccccc21)OCCO3	-2%	-5%	-1%	-0.3%

Shown as labelled records: entries from further up
O=C(CC1c2ccccc2Oc2ccccc21)N1CCN(c2ccccn2)CC1
  p53ts 32C tox = -3%	Peg3 imprint = -5%	p53ts 39C kill = -16%	IkB sig inh = ?
O=c1[nH]nc(Cc2ccc(Cl)cc2)c2ccccc12
  p53ts 32C tox = -7%	Peg3 imprint = .	p53ts 39C kill = -13%	IkB sig inh = .

More structures
structure	p53ts 32C tox	Peg3 imprint	p53ts 39C kill	IkB sig inh
Cc1c(OC(=O)CNC(=O)OC(C)(C)C)ccc2c3c(c(=O)oc12)CCC3	2%	5%	1%	-7.6%
CCOc1ccc(NC(=O)c2cc(S(=O)(=O)NC3CCCC3)ccc2F)cc1	-6%	-12%[10.9 µM]	?	?
Cc1ccccc1-n1c(=O)cc(NCC2CCCO2)[nH]c1=O (configuration not stated)	-10%	-3%	-3%	0.7%
COc1ccc2c(c1OC)C(=O)N(c1ncn[nH]1)C2	-7%	-5%	8%	-1.1%
COc1cccc(-c2nc(CS(=O)(=O)CC(=O)Nc3cc(C)ccc3C)c(C)o2)c1	2%	-7%	-6%	1.6%
CCCCC12CN3CC(C)(CN(C1)C3c1ccc(OCc3ccccc3)cc1)C2=O (configuration not stated)	-8%	-15%[10.9 µM]	-19%	?
CCOc1ccc(NC(=O)c2ccccc2CO)cc1	?	-63%[inhibitor]	?	?
CCOc1ccccc1NC(=O)c1nn(-c2ccc(OC)cc2)c(=O)c2c1c1ccccc1n2C	-3%	?	-8%	-0.8%
Brc1ccc(OCCn2ccnc2)cc1	-2%	-24%	-1%	-0.3%
COc1ccc2ccccc2c1CN1CCN(C(=O)c2ccccc2)CC1	5%	-11%	-2%	?

(continued)
| Molecule | p53ts 32C tox | Peg3 imprint | p53ts 39C kill | IkB sig inh |
| --- | --- | --- | --- | --- |
| CCCNc1nc(NCc2ccccc2OC)c2cnn(C)c2n1 | -4% | -7%[10.9 µM] | -1% | ? |
| Cc1ccc(N2CCN(C(=O)c3c(C)oc4ncn(C)c(=O)c34)CC2)c(C)c1 | 12% | 6%[10.9 µM] | -24% | -1.0% |
| Cc1ccc2c(c1)cc1c(=O)n(Cc3cccc(Cl)c3)nc(C)n12 | 0% | -7%[10.9 µM] | 0% | ? |
| COc1ccc(NC(=O)NCc2ccccn2)cc1 | -14% | . | 2% | . |
| CCOc1ccc(NC(=O)CSc2nnnn2CC(=O)O)cc1 | 6% | . | 5% | -0.9% |
| CC(C)NC(=O)CN(CCc1ccccc1)S(C)(=O)=O | 0% | 1% | 8% | 0.3% |
| Cc1c(/C(O)=C2/C(=O)C(=O)N(CCN3CCOCC3)C2c2cccs2)cnn1-c1ccccc1 (configuration not stated) | -29% | -6% | 1% | -5.1% |
| CC(=O)NC1C(O)C[C@@](O)(C(=O)O)OC1[C@@H](O)C(O)CO (some centres not stated) | -1% | -5% | 4% | . |
| Clc1cccc(CSc2nnc(-c3ccccn3)n2Cc2ccco2)c1 | -15% | -12% | -13% | 7.3% |
| Cc1cccc(NC(=O)Cn2nnc(-c3nc(-c4ccncc4)no3)c2N)c1 | 4% | 3%[10.9 µM] | ? | -0.1% |
| CC1CCN(c2nc3c(-c4cccc(Br)c4)nnn3c3ccccc23)CC1 | -10% | 12%[10.9 µM] | 13% | ? |
| CCCOc1ccc(C2C(C(=O)c3ccc(C)o3)=C(O)C(=O)N2Cc2cccnc2)cc1 (configuration not stated) | 4% | 4% | 22% | 1.0% |
| Cc1ccc(P(=O)(CC(=O)O)c2ccc(C)cc2)cc1 | -1% | 8% | -6% | -0.2% |
| COc1ccccc1OCCSc1nnnn1-c1ccc(C)cc1 | -4% | -13% | -3% | -0.2% |
| COC(=O)[C@@]1(Cc2ccc(OC)cc2)[C@H]2c3cc(C(=O)N(C)C)n(Cc4c(CO)[nH]cc(C)c4=O)c3C[C@H]2CN1C(=O)c1ccccc1 | 5% | -7% | 0% | . |

Following part:
| Molecule | p53ts 32C tox | Peg3 imprint | p53ts 39C kill | IkB sig inh |
| --- | --- | --- | --- | --- |
| Cc1csc2c(=O)n3c(nc12)CCCCC3 | 5% | 4% | 10% | 0.1% |
| CC(C)C1C(C#N)=C(N)Oc2n[nH]c(-c3ccccc3)c21 (configuration not stated) | 10% | -7% | -7% | ? |
| Cn1cccc1-c1cc2n(n1)CCC(=O)N2CC(=O)Nc1ccc(F)cc1Cl | 0% | -6%[10.9 µM] | -11% | 1.5% |
| COCCn1c(=O)c(-c2cccs2)nc2cnc(N3CCOCC3)nc21 | 3% | ? | 14% | 1.7%[11.4 µM] |
| COc1ccc(S(=O)(=O)N(CC(=O)N2CCN(C)CC2)c2ccccc2)cc1OC | -3% | -5% | 1% | -0.2% |
| O=C(CN1CCOCC1)N1CCc2ccccc2C(c2ccccc2)C1 (configuration not stated) | -5% | -18% | -25% | 0.2% |
| O=C(Cn1c(=O)oc2ccccc21)Nc1ccc2c(c1)OCCO2 | 11% | 5% | 14% | 0.6% |
| O=c1c2ccccc2c2ccccc2c(=O)n1CC1CCCO1 (configuration not stated) | 15% | -5% | 4% | 4.5% |
| CCOC(=O)c1sc2nc(C)n(CC(=O)Nc3cccc(Cl)c3)c(=O)c2c1C | -1% | 4%[10.9 µM] | 15% | -0.5% |
| Cc1ccc(C2c3[nH]c4ccccc4c3CCN2C(=O)Nc2ccc(C)c(C)c2)cc1 (configuration not stated) | 0% | -16%[10.9 µM] | ? | ? |
| COCCNC(=O)C(C)N(c1ccc(Oc2ccccc2)cc1)S(C)(=O)=O (configuration not stated) | 6% | -10% | 4% | -0.9% |
| COc1ccc(C2C=C(c3ccc(Br)cc3)Nc3nc(N4C(=O)CCC4=O)nn32)cc1 (configuration not stated) | -1% | -12% | 1% | 3.2% |
| Cn1nc(C(=O)NCc2ccccc2)c2c1-c1ccccc1SC2 | 3% | -12%[10.9 µM] | -5% | 0.6% |
| CCOC(=O)C1=C(C)N(C)C(C)=C(C(=O)OCC)C1c1cccnc1 | 8% | -8% | -3% | 1.6% |
| CCCC(=O)Nc1ccc(NC(=O)C2CC2)cn1 | -4% | -1% | 1% | -0.5% |

(list continues)
| Molecule | p53ts 32C tox | Peg3 imprint | p53ts 39C kill | IkB sig inh |
| --- | --- | --- | --- | --- |
| O=C(COc1ccccc1F)Nc1ccc(OCc2cc(=O)n3ccccc3n2)cc1 | 1% | ? | 6% | 0.2% |
| COc1ccc(OC)c(C2=NO[C@@H]3C(=O)N(c4cc(Cl)ccc4OC)C(=O)[C@H]23)c1 | -3% | 0% | 4% | -0.3% |
| O=C(Nc1nnc(C2CC2)s1)C1Cc2ccccc2CN1S(=O)(=O)c1cccs1 (configuration not stated) | -4% | -19% | -11% | ? |
| O=C(NCc1ccco1)c1c[nH]c2ccc(S(=O)(=O)Nc3ccc(F)cc3F)cc2c1=O | -7% | ? | -14% | ? |
| Cc1ccc(Cl)cc1N1CCN(Cc2nnc(-c3ccc4c(c3)OCO4)o2)CC1 | 2% | -5%[10.9 µM] | -17% | ? |
| Cc1ccc(C(CC(=O)Nc2cc(C)cc(C)c2)N2Cc3ccccc3C2=O)cc1 (configuration not stated) | 5% | -3%[10.9 µM] | -7% | ? |
| COc1cccc([C@@H]2Oc3ccc(OC)cc3/C(=N/O[C@@H](C)c3cc(-c4c(C)cc(C)cc4C)no3)[C@@H]2O)c1 | 3%[9.22 µM] | . | 1%[9.22 µM] | . |
